Bioassay records: PubChem, National Center for Advancing Translational Sciences (NCATS)
USP1-UAF1 inh – blocks the human USP1/UAF1 deubiquitinase complex | actives 0.23% (n = 390,000) | Potency, µM (titrated, usually from 57.1 µM), for inactives: at the top dose activity change, negative = inhibition, most hits filed as inhibitors | AID 743255 | recombinant USP1/UAF1, Ub-Rhodamine cleavage fluorescence | O94782; further: potency means the concentration at half of the fitted maximal effect; on the % scale 0 is the no-effect control and ±100 the full control effect; nearly all actives have a fitted effect of over 60% in size; inactives centre near -12
Target sequence (O94782 whole entry, looked up): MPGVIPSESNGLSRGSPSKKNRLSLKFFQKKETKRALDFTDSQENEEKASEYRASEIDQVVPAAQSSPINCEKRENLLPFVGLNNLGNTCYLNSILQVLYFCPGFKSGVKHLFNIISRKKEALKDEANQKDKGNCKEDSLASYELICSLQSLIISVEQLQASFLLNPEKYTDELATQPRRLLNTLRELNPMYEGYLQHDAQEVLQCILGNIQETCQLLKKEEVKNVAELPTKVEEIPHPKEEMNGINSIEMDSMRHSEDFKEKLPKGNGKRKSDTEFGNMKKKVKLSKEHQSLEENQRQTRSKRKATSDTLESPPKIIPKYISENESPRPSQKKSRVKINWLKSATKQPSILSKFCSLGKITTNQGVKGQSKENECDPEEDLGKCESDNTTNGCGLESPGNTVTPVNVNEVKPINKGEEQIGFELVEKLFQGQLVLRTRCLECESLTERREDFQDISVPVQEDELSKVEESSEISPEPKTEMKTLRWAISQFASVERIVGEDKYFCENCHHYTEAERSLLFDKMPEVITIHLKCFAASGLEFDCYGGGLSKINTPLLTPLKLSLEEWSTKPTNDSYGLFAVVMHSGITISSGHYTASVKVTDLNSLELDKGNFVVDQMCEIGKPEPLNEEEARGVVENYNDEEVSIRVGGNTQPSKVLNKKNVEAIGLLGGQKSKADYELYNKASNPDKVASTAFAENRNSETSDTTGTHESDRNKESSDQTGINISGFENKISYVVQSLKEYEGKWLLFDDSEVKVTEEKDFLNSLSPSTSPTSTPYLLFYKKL
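Step one: compound is pinned into 1nM USP1/UAF1 in HEPES pH 7.8 buffer with TCEP. Step two: 15 min room-temperature incubation. Step three: Ub-Rho (150nM final) starts cleavage, tracked by fluorescence over six one-minute reads.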
TrxR1 substrate – is turned over as a substrate by rat TrxR1 | O89049 | Potency, µM (series often up to 114 µM), without a hit: at the highest dose activity change, negative = substrate turnover | actives 0.01% (n = 390,000) | purified TrxR1 substrate turnover, NADPH consumption readout; further: potency means the concentration at half of the fitted maximal effect; on the % scale 0 is the no-effect control and ±100 the full control effect; nearly all actives have a fitted effect of over 50% in size
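Rat TrxR1, dispensed at 90 nM, was prereduced with 400 uM NADPH (final) for 5 min at ~22 deg C, then incubated with compound 15 min before 400 uM selenite. A first-read NADPH fluorescence drop versus no-compound background flagged substrates.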
RGS4 inh – human RGS4 inhibition | P49798 | Transcreener GDP fluorescence polarization, RGS4-accelerated GTP hydrolysis | Potency, µM (titrated, usually from 114 µM), for the others: top-dose activity change, negative = inhibition, most hits filed as inhibitors | actives 0.039% (n = 390,000) | AID 504845; further: potency means the concentration at half of the fitted maximal effect; on the % scale 0 is the no-effect control and ±100 the full control effect; nearly all actives have a fitted effect of over 75% in size; some results filed as inactive show a strong effect at the top dose
Target sequence (P49798 whole entry, looked up): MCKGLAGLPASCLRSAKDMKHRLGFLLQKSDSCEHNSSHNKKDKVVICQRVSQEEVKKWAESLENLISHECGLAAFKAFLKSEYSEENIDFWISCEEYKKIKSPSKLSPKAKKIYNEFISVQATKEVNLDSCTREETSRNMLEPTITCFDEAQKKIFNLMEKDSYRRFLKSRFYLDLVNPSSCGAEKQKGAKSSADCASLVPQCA
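MLSMR compounds (23 nl, pin-transferred) preincubated 10 min at room temperature with a 500nM (2x) first reagent, then RGS4 at 900nM (2x) plus Transcreener GDP mix added; fluorescence polarization (620/688 nm) read before and after 90 min at 30 °C.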
mIDH1 inhibitor – blocks human mutant IDH1 R132H enzyme; O75874; actives 0.093% (n = 390,000); Potency, µM (titrated, usually from 76.6 µM), for the others: at the highest dose activity change, negative = inhibition, most hits filed as inhibitors; IDH1-R132H enzyme, NADPH consumption, diaphorase/resazurin fluorescence; further: potency means the concentration at half of the fitted maximal effect; on the % scale 0 is the no-effect control and ±100 the full control effect; nearly all actives have a fitted effect of over 65% in size
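IDH1-R132H (0.5 ug/mL) preincubated 30 min with compound, then NADPH (0.016 mM) and alpha-KG (2 mM) added; 80 min at RT, pH 7.5. Remaining NADPH coupled via diaphorase/resazurin to fluorescence (540/590 nm); concentration-response curves normalized to no-enzyme control.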
LDHA inh – inhibitors of human lactate dehydrogenase A; activity change, % (values are at about 110 or 230 µM); P00338; actives 0.15% (n = 480,000); purified LDHA, NADH/diaphorase-resazurin fluorescence; active compounds read low; in the data active means activity change below about -30%; inconclusive means mostly about -25% to -30%;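 further: plate controls were DMSO wells for no effect and wells without enzyme for full effect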
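Remaining NADH was detected by diaphorase (0.133 mg/mL) converting 37 µM resazurin to fluorescent resorufin, read at 0 and 20 minutes. The preceding 5-minute room-temperature reaction used 2 nM LDHA, 0.2 mM sodium pyruvate and 0.06 mM NADH at pH 7.4.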
Vif-A3G inh – inhibitors of Vif-APOBEC3G interaction; HeLa A3G-eYFP + Vif (tagged APOBEC3G with the HIV-1 protein that degrades it), YFP fluorescence, overnight; actives 0.076% (n = 410,000); Potency, µM (series often up to 46.1 µM), for inactives: at the top dose activity, negative = active, actives largely listed as inhibitors; AID 602310; Q9HC16;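 further: potency means the concentration at half of the fitted maximal effect; on the % scale 0 is the no-effect control and ±100 the full control effect; nearly all actives have a fitted effect of over 60% in size; hits raise eYFP signal because A3G escapes Vif-driven loss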
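Read-out is eYFP fluorescence (Ex 488/Em 500-530) from Vif-expressing HeLa A3G-eYFP cells; more signal means A3G escaped Vif-mediated degradation. Cells plated overnight, compound pinned in, incubated overnight at 37 deg C.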
Glioma ERSR ind – induces the endoplasmic reticulum stress response in human glioma cells. U87-MG GRP78 promoter luciferase reporter, 16 h. Potency, µM, for inactives: at the top dose activation, actives largely listed as activators. actives 0.02% (n = 420,000); further: potency means the concentration at half of the fitted maximal effect; series mostly up to about 76 µM; % of control where 0% means no effect; nearly all actives have a fitted effect of over 35% in size
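ERSR induction read as luciferase luminescence (Bright-Glo, 10 min at room temperature) in stably transfected human U87-MG glioma cells exposed to compounds for 16 h, using GRP78 as sensor.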
rTrxR1 inhibitor – blocks rat thioredoxin reductase 1; O89049; recombinant rTrxR1, NADPH fluorescence consumption, selenite substrate; Potency, µM (doses to about 114 µM), inactives show at the top dose activity change, negative = inhibition, actives largely listed as inhibitors; actives 1% (n = 390,000); further: potency means the concentration at half of the fitted maximal effect; on the % scale 0 is the no-effect control and ±100 the full control effect; nearly all actives have a fitted effect of over 65% in size
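Rat TrxR1 (90 nM in the dispensed reagent) was pre-reduced with 400 uM NADPH for 5 min at room temperature, then incubated with compound for 15 min. After 400 uM selenite was added, NADPH fluorescence (Ex 340/Em 450 nm) was followed for 8 min.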
Vif-APOBEC3F blk – Vif-A3F binding inhibition; HeLa A3F-eYFP + Vif (tagged APOBEC3F with the HIV-1 protein that degrades it), YFP fluorescence increase; Potency, µM (titrated, usually from 46.1 µM), without a hit: top-dose activity, negative = active; actives 0.2% (n = 390,000); AID 602313; further: potency means the concentration at half of the fitted maximal effect; % of control where 0% means no effect; nearly all actives have a fitted effect of over 65% in size
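Fluorescence increase (Ex 488/Em 500-530) after overnight compound treatment at 37 deg C flags inhibition of Vif-driven A3F-eYFP loss in stable HeLa A3F-eYFP/Vif cells seeded overnight beforehand.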
The depositor's hits bear a star; ? = inconclusive; · = not tested or not shown; & = joins results of further samples; [ ] = another dose, or the depositor's remark. Unless noted, the call rests on the fitted dose curve; in most records, active means well fitted curve in the direction sought with a large enough effect; inconclusive means small, poorly fitted or top-dose-only effect, or another doubt; inactive means no such curve, though single readings can be large; an effect the other way counts as inactive or inconclusive. These rows are one share of the data (hit frequency here may not be typical).

nr | canonical_smiles | USP1-UAF1 inh | TrxR1 substrate | RGS4 inh | mIDH1 inhibitor | LDHA inh | Vif-A3G inh | Glioma ERSR ind | rTrxR1 inhibitor | Vif-APOBEC3F blk
1 | O=C(O)CCS(=O)(=O)c1nc(-c2cccs2)cc(C(F)(F)F)n1 | 3% | 104%[activator] | -33% | 4% | -5 | 0% | 1% | ? | -3%
2 | CCN(CC(=O)Nc1ccc(NC(C)=O)cc1)C(=O)Cc1cccc2ccccc12 | 1% | -2% | 0% | -3% | 0 | 0% | -2% | 15% | -12%
3 | Cc1cccc(CCNC(=O)C2CCC(CNc3c(N4CCCC4)c(=O)c3=O)CC2)c1 (stereo unspecified) | -20% | -8% | 9% | 9% | -3 | 3% | -4% | 3% | 0%
4 | CC(=O)Oc1ccc(C(=O)Nc2cccc(C(=O)c3ccc(C)c(C)c3)c2)cc1 | -26% | -8% | 6% | ? | -4 | -9% | 2% | -3% | 5%
5 | CCOC(=O)C1CCN(S(=O)(=O)c2ccc3c(c2)CC(C)N3C(=O)C2CC2)CC1 (stereo unspecified) | -21% | 7% | -20% | 0% | 3 | -1% | 4% | 28% | 0%
6 | COc1ccc(C(C#N)=C2C=CC(=NO)C(C)=C2Cl)cc1 | -13% | 5%[57.1 µM] | ? | 3% | 10 | -6% | -4% | -13%[57.1 µM] | -4%
7 | Cc1cc(SCC(=O)c2ccccc2)nc(SCC(=O)c2ccccc2)n1 | -3% | -17% | -38% | 5% | -11 | 0% | 2% | -18% | 0%
8 | CCN1CCCC1CNC(=O)c1cc(NC(C)=O)c(N(C)C)cc1OC (stereo unspecified) | -24% | 5% | 8% | 6% | -7 | -1% | -2% | 10% | -10%
9 | O=C(Cc1cccc(NC(=O)C2CCCN(C(=O)CCc3ccccc3)C2)c1)Nc1cccc(C(=O)N2CCOCC2)c1 (stereo unspecified) | -2% | 0% | -1% | 0%[38.3 µM] | 1 | 0% | -3% | 4% | 4%
10 | Cc1c(C(=O)NCCc2ccc(S(N)(=O)=O)cc2)cccc1[N+](=O)[O-] | -11% | 2% | 3% | 2% | 1 | -3% | -4% | -1% | 1%
11 | O=C(O)c1cc(C(=O)O)c(-c2ccccc2)c(C(=O)O)c1 | -13% | -5% | -1% | 2% | -4 | 0% | -1% | -11% | 2%
12 | Fc1ccc(CNC(=S)Nc2ccc(Cl)cc2)cc1 | -14% | 8% | -11% | 1% | 1 | 5% | -9% | 7% | 1%
13 | COc1ccc(S(=O)(=O)c2cn(C)c3ccc(C)cc3c2=O)cc1 | -14% | 13% | 5% | 8% | -3 | -3% | -2% | 5% | 2%
14 | COc1cc(C2C(C#N)=C(N)N(c3sc4c(c3C#N)CCCC4)C3=C2C(=O)CC(C)(C)C3)cc(OC)c1OC (stereo unspecified) | -17% | -6% | 1% | ? | -2 | 0% | -6% | -10% | 1%
15 | CCC1CCCCN1C(=O)CSc1nc(N)c(NC(=O)c2ccco2)c(=O)[nH]1 (stereo unspecified) | -17% | -9%[57.1 µM] | 5% | 8% | 0 | 2% | -4% | -17%[57.1 µM] | -2%
16 | Cc1ccc(C(=O)c2c3ccc([N+](=O)[O-])cc3[n+]([O-])n2CCCN)cc1 | ? | 2% | -20% | 16% | 10 | ? | -2% | 56µM* | -20%
17 | O=C(c1cc([N+](=O)[O-])ccc1Cl)N1CCN(c2ccccn2)CC1 | -3% | 7%[57.1 µM] | 59%[activator] | -1% | -3 | -1% | 2% | 13% | 1%
18 | CCCCn1ccnc1C(=O)c1ccc(S(=O)(=O)N(CCOC)CCOC)cc1 | -17% | -3%[57.1 µM] | -8% | 7% | -4 | 2% | 2% | -5%[57.1 µM] | -4%
19 | CCCCNC(=O)c1cc2nc3c(c(C(F)(F)F)n2n1)CCc1ccccc1-3 | -13% | 5% | 8% | -1% | -10 | 1% | -3% | 7% | 5%
20 | Cc1cc(N=Cc2c(O)n(-c3ccc4c(c3)OCO4)c(=O)c3ccccc23)ccn1 | ? | 9% | ? | 1% | 2 | ? | -6% | 4% | 25µM*
21 | COc1cccc(CNC(=O)c2csc3c2CCCC3)c1 | -7% | -5% | 32% | 0% | 0 | -1% | -1% | -2% | -16%
22 | COc1cc(/C=N/n2cnnc2)ccc1OC(=O)c1ccco1 | -6% | -2% | 7% | -14% | -1 | 5% | -3% | 4% | 2%
23 | CCn1ncc(CN2CCN(Cc3cccc(OC)c3)C(CCO)C2)c1C (stereo unspecified) | -22% | 9% | -5% | 9% | 3 | -6% | 5% | 17% | 8%
24 | C=CCNC(=O)C(C#N)c1nc2ccccc2nc1N1CCCCCC1 (stereo unspecified) | -24% | 46%[activator] | -20% | ? | 11 | -16% | 0% | ? | -22%
25 | COc1ccc(S(=O)(=O)c2nnn(-c3cccc(OC)c3)c2N)cc1 | -14% | 0% | -9% | -2% | -2 | -16% | 0% | 10% | 1%
26 | NNc1nc(Nc2ccccc2)nc(Nc2ccccc2)n1 | -10% | 0%[57.1 µM] | -27% | -12% | 2 | -5% | 4% | 2%[57.1 µM] | -1%
27 | Cc1ccc(Oc2nc(-c3ccccn3)nc3ccccc23)cc1 | -15% | -5% | -1% | 9% | 6&-8 | 3% | 1% | 5%[57.1 µM] | ?
28 | CCC(CC)C(=O)Nc1cc(NC(=O)C(CC)CC)cc(C(=O)O)c1 | -17% | 5% | -28% | 2% | -11 | -1% | -4% | 7% | 0%
29 | COc1cccc(OC)c1C(=O)Nc1c(C)n(C)n(-c2ccccc2)c1=O | -7% | 12%[57.1 µM] | 5% | 3% | -2 | -2% | -2% | 7%[57.1 µM] | 9%
30 | CC1(C)Cc2c(cnn2-c2cccc(F)c2)C(NC(=O)c2ccc[n+]([O-])c2)C1 (stereo unspecified) | -8% | 1% | 21% | 0% | -7 | 2% | -4% | 6% | -10%

Shown with values under each structure: part of the list above
Value order: USP1-UAF1 inh, TrxR1 substrate, RGS4 inh, mIDH1 inhibitor, LDHA inh, Vif-A3G inh, Glioma ERSR ind, rTrxR1 inhibitor, Vif-APOBEC3F blk
[21] COc1cccc(CNC(=O)c2csc3c2CCCC3)c1
    -7%, -5%, 32%, 0%, 0, -1%, -1%, -2%, -16%
[22] COc1cc(/C=N/n2cnnc2)ccc1OC(=O)c1ccco1
    -6%, -2%, 7%, -14%, -1, 5%, -3%, 4%, 2%
[23] CCn1ncc(CN2CCN(Cc3cccc(OC)c3)C(CCO)C2)c1C (stereo unspecified)
    -22%, 9%, -5%, 9%, 3, -6%, 5%, 17%, 8%
[24] C=CCNC(=O)C(C#N)c1nc2ccccc2nc1N1CCCCCC1 (stereo unspecified)
    -24%, 46%[activator], -20%, ?, 11, -16%, 0%, ?, -22%
[25] COc1ccc(S(=O)(=O)c2nnn(-c3cccc(OC)c3)c2N)cc1
    -14%, 0%, -9%, -2%, -2, -16%, 0%, 10%, 1%
[26] NNc1nc(Nc2ccccc2)nc(Nc2ccccc2)n1
    -10%, 0%[57.1 µM], -27%, -12%, 2, -5%, 4%, 2%[57.1 µM], -1%

Next section:
nr | canonical_smiles | USP1-UAF1 inh | TrxR1 substrate | RGS4 inh | mIDH1 inhibitor | LDHA inh | Vif-A3G inh | Glioma ERSR ind | rTrxR1 inhibitor | Vif-APOBEC3F blk
31 | OCC[C@@H]1C[C@@H](O)[C@H](O)[C@]2(Cc3ccccc3O2)O1 | -30% | 6% | -14% | 13% | -5 | 1% | -4% | 13% | -2%
32 | CN(C)c1cccc(-c2csc(N3CCC(C(N)=O)CC3)n2)c1 | · | -2% | 0% | · | 2 | 1% | 0% | 13% | 1%
33 | COc1ccc(N2C(=O)/C(=C/c3ccc([N+](=O)[O-])cc3)N=C2C)c(OC)c1 | -19% | -10% | -15% | 5% | -2 | 0% | 0% | 23%[57.1 µM] | 10%
34 | Cc1c([N+](=O)[O-])c(C(=O)Nc2ccc3c(c2)OCCO3)nn1C | -3% | -2% | -21% | 2% | -1 | -5% | 1% | 3% | ·
35 | O=C(Cn1c(=O)oc2ccccc21)NC(=O)NCc1ccco1 | -7% | -5% | 17%[11.4 µM] | 1% | 0 | 1% | -3% | -1%[57.1 µM] | 4%
36 | CCN1C(=O)CS/C1=N\c1nccs1 | 0% | -5% | -4% | 1% | -8 | 1% | -1% | -4% | -3%
37 | Cc1cccc(Cn2c(Sc3nc(C)cs3)nc3c2c(=O)[nH]c(=O)n3C)c1 | -25% | 2% | 10% | 5% | -2 | 0% | -5% | 19% | 9%
38 | CSc1nc(-c2ccccc2)nc(C(C)C)n1 | 11% | 9%[57.1 µM] | 12% | -14% | -18 | 0% | -3% | 20%[57.1 µM] | -8%
39 | Cc1cccc(Nc2nnc(SCC(=O)NC(=O)Nc3ccc4c(c3)OCCO4)s2)c1 | 7% | 1% | -12% | 10% | -4 | -6% | -5% | 12% | -28%
40 | CCOc1cc(/C=N/NC(=O)c2ccccn2)ccc1OC(=O)c1cccs1 | -25% | -5% | -14% | 0% | -4 | -1% | 0% | 0% | 8%
